ASM inhibitor: blocks human secretory acid sphingomyelinase | AID 504937 | P17405 | Potency, µM (series often up to 57.5 µM), inactives show top-dose activity change, negative = inhibition, usual class: inhibitors | actives 0.006% (n = 340,000) | placental ASM, HMU-PC fluorogenic substrate, 60 min; further: potency means the concentration at half of the fitted maximal effect
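Human placenta-derived ASM preincubated with compound 10 min at room temperature, then reacted with 9 uM (final) fluorogenic HMU-PC substrate for 60 min at 37 C. Stop solution raises pH to 10; fluorescence read at Ex 386/Em 447 nm.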
TRPV1 ag: agonists of human vanilloid receptor 1 (TRPV1). Q8NER1. TRPV1-expressing cells, Fluo-8 calcium influx, agonist mode. activation, % at 8.33 µM. actives 0.19% (n = 320,000). AID 540275; in the data active means activation above about 80%; inconclusive means between about 30% and that limit; further: 0% is about no effect
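Cells expressing TRPV1 were dye-loaded with Fluo-8 and read kinetically: 10 s baseline, 3 min after compound (agonist portion), then 2 min after EC20 capsaicin (allosteric enhancer portion). Calcium-bound dye fluorescence at 480/520 nm.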
uPA generation: cell surface uPA generation inhibition. cell surface uPA generation assay, qHTS. Potency, µM (titrated, usually from 38.3 µM), for the others: at the top dose activity change, negative = inhibition, actives largely listed as inhibitors. actives 0.31% (n = 330,000); active means well fitted inhibition curve with a large enough effect; inconclusive means small, poorly fitted or top-dose-only effect; inactive means no such curve, though single readings can be large or run the other way; tested in mouse RAW 264.7 cells; further: potency means the concentration at half of the fitted maximal effect; on the % scale 0 is the no-effect control and ±100 the full control effect; nearly all actives have a fitted effect of over 55% in size
p53 reactivation: mutant p53 re-activation in reporter cells; H1299 p53-A138V BP100-luciferase reporter, luminescence, 24 h; Potency, µM (series often up to 92.2 µM), for the others: at the highest dose activity change, positive = activation, actives largely listed as activators; actives 0.063% (n = 320,000); AID 504706; further: potency means the concentration at half of the fitted maximal effect; % of control where 0% means no effect; nearly all actives have a fitted effect of over 45% in size
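p53-null H1299 cells stably carrying temperature-sensitive p53-A138V and a BP100-luciferase reporter were pinned with compounds (4-point, 1:5 series) and held 24 hrs at 37 deg C. Luminescence was read 10 min after detection reagent.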
TSG101-PTAP inh: blocks PTAP/TSG101 interaction to inhibit HIV-1 budding. Q99816. Fluorescence polarization, FITC-PTAP peptide / Tsg101 binding. Potency, µM (doses to about 115 µM), without a hit: at the highest dose activity change, negative = inhibition, most hits filed as inhibitors. 340,000 tested, under 10 active; active means well fitted inhibition curve with a large enough effect in the main read-out, with a control signal flat, not every such curve was filed as active; inconclusive means small, poorly fitted or top-dose-only effect, or effect the other way, or a change in a side signal; inactive means no such curve, though single readings can be large or run the other way; further: potency means the concentration at half of the fitted maximal effect; % of control where 0% means no effect
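Steps: Tsg101 binding domain dispensed (10 uM final), compounds pinned in DMSO, FITC-labeled PTAP-motif peptide added (50 nM final); after 20 min binding at room temperature, polarization measured.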
Eya2 inh: inhibitors of human Eya2 phosphatase activity; recombinant Eya2, OMFP fluorescence dephosphorylation (OMFP is methylfluorescein phosphate); Potency, µM (highest dose often 76.9 µM), without a hit: top-dose activity, negative = inhibition, actives largely listed as inhibitors; actives 0.006% (n = 330,000); further: potency means the concentration at half of the fitted maximal effect; on the % scale 0 is the no-effect control and ±100 the full control effect
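Eya2 (0.2 uM) preincubated 10 min at ambient with compound, then OMFP substrate added at 50 uM; 10 min reaction in 50 mM HEPES pH 7.5, 50 mM NaCl, 5 uM MgCl2, 0.05% BSA, 1 mM DTT. Fluorescence read at Ex 485/Em 525 nm.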
ELG1 genotox: genotoxicity induction in ELG1-luciferase HEK293T cells. HEK293T ELG1-luciferase reporter, luminescence, 16 h. Potency, µM (series often up to 46 µM), for the others: at the highest dose activity change, positive = activation, actives largely listed as activators. actives 1.3% (n = 330,000). AID 504466; further: potency means the concentration at half of the fitted maximal effect; % of control where 0% means no effect; nearly all actives have a fitted effect of over 60% in size
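After overnight (16 hr) compound treatment at 37 °C, ELG1-luciferase HEK293T cells were lysed with ONE-Glo; luminescence quantified 30 min later at room temperature.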
BRCA1 expr act: activators of BRCA1 expression; MCF7-BRCA1-FFLuc reporter, luminescence, 48 h; response scale: scaled: vehicle 0%, 10 µM genistein 100%; Potency, µM (series often up to 46.1 µM), for inactives: at the top dose activation, most hits filed as activators; actives 1.1% (n = 380,000); further: potency means the concentration at half of the fitted maximal effect; nearly all actives have a fitted effect of over 80% in size; some results filed as inactive show a strong effect at the top dose
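Compounds are tested at multiple concentrations on MCF7 BRCA1-luciferase reporter cells seeded at 2000 per well; after 48 h, a single luminescence end-point is taken and curves fitted to the normalized data.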
USP2a inh: blocks human ubiquitin-specific protease USP2a | O75604 | USP2 core, Ub-CHOP2 coupled fluorogenic reporter, 485/531 | Potency, µM (top dose mostly 38.3 µM), without a hit: at the highest dose activity change, negative = inhibition, most hits filed as inhibitors | actives 0.01% (n = 330,000) | AID 463254;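 further: potency means the concentration at half of the fitted maximal effect; plate controls were DMSO wells for no effect and full inhibition by NEM control for full effect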
Target sequence (O75604 whole entry, looked up): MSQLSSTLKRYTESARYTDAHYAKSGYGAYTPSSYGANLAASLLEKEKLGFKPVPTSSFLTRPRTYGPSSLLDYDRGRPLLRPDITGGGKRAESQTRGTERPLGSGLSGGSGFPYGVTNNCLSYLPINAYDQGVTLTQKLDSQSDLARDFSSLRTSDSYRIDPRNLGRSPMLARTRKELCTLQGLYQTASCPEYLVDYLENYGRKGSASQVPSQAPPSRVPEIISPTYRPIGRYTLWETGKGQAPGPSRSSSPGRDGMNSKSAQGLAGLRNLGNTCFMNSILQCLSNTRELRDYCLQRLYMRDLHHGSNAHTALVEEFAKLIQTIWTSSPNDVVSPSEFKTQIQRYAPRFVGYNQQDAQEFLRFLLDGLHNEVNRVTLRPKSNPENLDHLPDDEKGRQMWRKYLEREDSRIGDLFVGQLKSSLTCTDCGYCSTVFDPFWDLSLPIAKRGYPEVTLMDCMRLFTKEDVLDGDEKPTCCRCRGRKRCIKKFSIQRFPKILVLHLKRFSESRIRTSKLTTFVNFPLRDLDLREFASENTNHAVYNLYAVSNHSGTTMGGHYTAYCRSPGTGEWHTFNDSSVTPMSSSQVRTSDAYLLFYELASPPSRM
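Cell-free coupled assay: 10nM USP2 core preincubated 30min RT with compound in Tris-HCl pH 8.0/CaCl2/CHAPS buffer, then 25nM Ub-CHOP2 and 25nM reporter substrate; fluorescence (Ex 485/Em 531) read after 60min RT, normalized to NEM inhibition, concentration-response curves fitted.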
B2AR arrestin: beta2AR (human) beta-arrestin recruitment activity; P07550; beta-arrestin recruitment to beta2AR, cell-based reporter; Potency, µM (top dose mostly 46.1 µM), without a hit: at the highest dose activation, hits mostly activators; actives 0.02% (n = 330,000);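 further: potency means the concentration at half of the fitted maximal effect; 0% = DMSO controls and full agonism = EC100 isoproterenol or metaproterenol; nearly all actives have a fitted effect of over 65% in size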
Target sequence (P07550 whole entry, looked up): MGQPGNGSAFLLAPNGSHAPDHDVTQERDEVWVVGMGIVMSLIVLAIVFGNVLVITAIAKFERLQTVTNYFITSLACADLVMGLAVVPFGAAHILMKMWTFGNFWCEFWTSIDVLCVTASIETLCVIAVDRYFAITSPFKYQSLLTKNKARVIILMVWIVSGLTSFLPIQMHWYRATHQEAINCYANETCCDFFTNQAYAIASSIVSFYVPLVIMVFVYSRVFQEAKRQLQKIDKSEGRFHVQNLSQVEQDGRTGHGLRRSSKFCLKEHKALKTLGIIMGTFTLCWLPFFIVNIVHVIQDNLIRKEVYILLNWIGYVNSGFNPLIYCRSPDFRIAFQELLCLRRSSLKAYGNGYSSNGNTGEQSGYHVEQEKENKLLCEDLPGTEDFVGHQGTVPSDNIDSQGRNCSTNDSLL
a7 integrin act: integrin-mediated muscular dystrophy alleviation activation. AID 624291. Potency, µM (doses to about 38.3 µM), without a hit: at the highest dose activation, actives largely listed as activators. actives 0.064% (n = 350,000). alpha7betagal myoblasts, beta-gal FDG fluorescence, 48 h;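 further: potency means the concentration at half of the fitted maximal effect; 100% = response of the positive control SU9516; nearly all actives have a fitted effect of over 60% in size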
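Alpha7betagal+/- myoblasts (passage 13) were plated 16-24 hr, then exposed to compounds (1:260 dilution of DMSO stock) for 48 hours at 37C. After MPER lysis, β-galactosidase reporter activity was read as FDG fluorescence (ex 480/em 540) after 30 minutes.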
Active calls of the source: *; ? = inconclusive; · = no result given; [ ] = another dose, or the depositor's remark. Unless noted, the call rests on the fitted dose curve; in most records, active means well fitted curve in the direction sought with a large enough effect; inconclusive means small, poorly fitted or top-dose-only effect, or another doubt; inactive means no such curve, though single readings can be large; an effect the other way counts as inactive or inconclusive.

entry | mol | ELG1 genotox | p53 reactivation | uPA generation | TSG101-PTAP inh | B2AR arrestin | a7 integrin act | TRPV1 ag | ASM inhibitor | Eya2 inh | USP2a inh | BRCA1 expr act
1 | Cc1ccc(CN(c2ccc(C(=O)NCC3CCCO3)cc2)S(C)(=O)=O)cc1 (stereo not drawn) | -1% | -8% | 3% | -7% | -0.1% | -9% | 17 | -3% | 1% | 1% | -4%
2 | CCOc1ccccc1NC(=O)COc1ccc2ccc(=O)oc2c1 | 14% | 10% | 3% | -8% | 4.7% | 24% | 1 | 4% | 15% | 1% | -6%
3 | CC(C)(C)c1ccc(OCC(O)CS(=O)(=O)c2ccccn2)cc1 (stereo not drawn) | -44%[inhibitor] | 14% | ? | · | -0.9% | -23% | 2 | 3% | -8% | -1% | 49%
4 | Cc1ccc(C)c(OCCC(=O)NCCc2ccc(F)cc2)c1 | -2% | -16% | -1% | -9% | 0.1% | -2% | 22 | -1% | 7% | -1% | -3%
5 | O=C(OCC(=O)N1CCCC1)c1cc2c(cc1[N+](=O)[O-])OCCO2 | 2% | 3% | -1% | -3% | 2.8% | 12% | -12 | 1% | 16% | -1% | 0%
6 | O=C(/C=C/c1ccco1)NCC1CCCO1 (stereo not drawn) | -3% | 1% | -2% | -3% | 0.2% | -17% | 0 | 5% | 11% | 4% | 24%
7 | CC(=O)c1ccc(-n2nncc2C(C)(C)C)cc1 | 0% | 0% | -12% | -8% | 0.5% | 27% | -1 | -5% | 4% | 2% | 16%
8 | C/C(=N\Nc1nc2c(s1)CCCC2)c1ccc(Cl)cc1 | ? | 17% | 7% | 0% | 0.6% | 0% | 4 | -3% | -5% | 5% | -50%
9 | CCOC(=O)Nc1sc(C)nc1-c1ccccc1 | 3% | 5% | -7% | 1% | -0.3% | 17% | -2 | 4% | 10% | -1% | 8%
10 | C#CCOCCOCCOCCNc1nc(N2CCN(C(=O)[C@H](CCC(=O)O)n3cc(C(N)CO)nn3)CC2)nc(N2CCN(C(=O)[C@H](Cc3cc4ccccc4[nH]3)n3cc(C(N)[C@H](C)CC)nn3)CC2)n1 (stereo partly drawn) | 0% | 2% | 15% | -3% | -0.3% | 1% | 1 | 1% | 3% | 2% | 0%
11 | CCOC(=O)C/C(N)=N/NC(=O)c1ccc(Cl)cc1Cl | 1% | 3% | 0% | 0% | -1.0% | 8% | -1 | 0% | -14% | 2% | -4%
12 | CCOc1ccccc1-n1c(SC(C)C(=O)NCC2CCCO2)nc2ccccc2c1=O (stereo not drawn) | 2% | -4% | 23% | -10% | 4.3% | -6% | ? | -1% | 5% | 2% | -21%
13 | C=CCc1cccc2cc(C(=O)Nc3ccc(NC(C)=O)cc3)c(=O)oc12 | ? | 7% | 1% | 1% | -0.1% | 6% | 0 | -3% | 12% | 0% | -14%
14 | O=C(COC(=O)Cc1c(Cl)cccc1Cl)Nc1ccc2[nH]c(=O)[nH]c2c1 | 0% | -13% | 3% | 0% | 0.2% | 0% | 22 | 0% | -10% | 1% | 0%
15 | COc1cccc(CN(C)CC(=O)Nc2c(C)cccc2C(C)C)c1 | -10% | 0% | 2% | 0% | -0.9% | -29% | 26 | 1% | 1% | -1% | -61%
16 | Cc1occc1C(=O)N/N=C/c1ccccn1 | ? | 15% | ? | -3% | -0.3% | 30% | -1 | 7% | 3% | 0% | 48%
17 | CC(=O)c1cc(F)c(N2CCN(C(=O)Cc3ccccc3)CC2)cc1C | 0% | -12% | 1% | -8% | -0.1% | -29% | 0 | -2% | -8% | -4% | -17%
18 | CCCn1c(=S)[nH]c2sc3c(c2c1=O)CCCC3 | -16% | 11% | 0% | -1% | 0.1% | 11% | 1 | -3% | 25% | 3% | -58%
19 | O=[N+]([O-])c1cc([N+](=O)[O-])c(Oc2ccc(F)cc2F)cc1NN1CCCCC1 | 0% | 13% | -4% | 0% | 0.4% | 33% | ? | 9% | 7% | 1% | -9%
20 | CC1=C(C(=O)OC(C)C)C(c2cccnc2)C2=C(CC(C)(C)CC2=O)N1 (stereo not drawn) | -1% | -13% | -4% | -12% | 0.4% | -18% | 16 | · | 6% | -1% | -1%
21 | CC[C@]12c3[nH]c4ccccc4c3CCN1C(=O)C(CC(=O)NCc1ccco1)C[C@@H]2C(=O)N1CCN(C(=O)C2CC2)CC1 (stereo partly drawn) | 1% | -1% | 15% | 2% | 3.6% | 22% | · | 3% | -10% | 7% | 2%
22 | Cc1ccc2cc(C(c3nnnn3C3CCCC3)N3CCOCC3)c(=O)[nH]c2c1C (stereo not drawn) | 7% | -6% | 1% | -3% | -0.4% | 0%[7.66 µM] | 2 | -2% | 0% | 7% | -9%
23 | CCOC(=O)CN(C(=O)CN1CCOCC1)c1ccc(Br)cc1 | 1% | 1% | 0% | -5% | -0.3% | -1% | -1 | 2% | 21%[15.4 µM] | 5% | 0%
24 | Cn1nc(C(=O)OCC(=O)Nc2ccc(F)cc2Cl)c2ccccc2c1=O | 1% | 0% | 2% | -5% | 0.0% | 7% | · | -1% | 5% | 1% | -2%
25 | CC(C)(C)c1ccc(OCCNC(=S)NC(=O)c2cccnc2)cc1 | -2% | 5% | 0% | 1% | -1.7% | 1% | 20 | 9% | -12% | 4% | 9%
26 | CC1CN(C(=O)CCC(=O)N2CCN(c3cccc(C(F)(F)F)c3)CC2)c2ccccc2O1 (stereo not drawn) | -5% | 5% | -11% | -5% | 0.2% | ? | 5 | -5% | -20% | 2% | -30%
27 | COc1ccc(CN2CCN(C(=O)CC(C)C)CC2)c(OC)c1OC | -2% | -2% | 2% | -3% | -0.4% | 4% | 3 | 1% | 4% | 4% | -2%
28 | Cc1nnc(N2CCOCC2)c2nn(-c3ccccc3)c(C)c12 | -4% | -13% | 1% | -2% | -0.4% | -6% | ? | 3% | 4% | 5% | 0%
29 | CC1CCc2nc(NC(=O)C3CCCO3)sc2C1 (stereo not drawn) | 1.2µM* | ? | · | -7% | -0.2% | 14% | 17 | 3% | 1% | 1% | 1%
30 | Cc1c(NC(=O)c2ccc(S(=O)(=O)N3CC(C)OC(C)C3)cc2)c(=O)n(-c2ccccc2)n1C (stereo not drawn) | -1% | -2% | 5% | -5% | -0.3% | 1% | 2 | 0% | -5% | 2% | 83%
31 | CC(C)(C)N(Cc1ccccc1)C(=O)COC(=O)CCN1C(=O)C2CC=CCC2C1=O (stereo not drawn) | -5% | -1% | -2% | 0% | 0.1% | -8% | 9 | 5% | 10% | 0% | 11%
32 | Cc1cc2oc(=O)cc(-c3ccccc3)c2c(C)c1-c1ccc(O)cc1 | 0% | 0% | 13% | -4% | 0.0% | -22% | · | -5% | -2% | 2% | -11%
33 | CN(C)S(=O)(=O)c1ccc(NC(=O)Cc2ccc(S(=O)(=O)N3CCOCC3)s2)cc1 | -5% | -5% | 2% | -5% | 0.5% | 11% | 13 | -3% | -3% | 0% | -17%
34 | Cc1cccc(CC2SC(N3CCN(c4ccccc4)CC3)=NC2=O)c1 (stereo not drawn) | -2% | 2% | 4% | -5% | -1.6% | -2% | 4 | -4% | 0% | 2% | -6%
35 | O=C(COC(=O)c1ccc(O)cc1O)Nc1ccc(Cl)cn1 | -4% | -4% | -7% | -1% | -0.4% | -19% | -1 | 0% | 3% | 0% | -31%
36 | Cc1ccccc1C(=O)N1CCC(C(=O)N(CC(C)C)c2c(N)n(Cc3ccccc3)c(=O)[nH]c2=O)CC1 | 1% | 9% | 4% | -1% | 0.0% | 3% | 3 | 0% | -3% | 1% | 4%
37 | Cc1ccc(OCC(=O)NCCO)cc1C | 5% | 0% | -4% | 3% | 0.0% | -7% | 15 | 3% | 21% | -2% | 25%
38 | CCCSCCCNC(=O)c1ccc(NC(=O)C2=CSCCO2)cc1 | 6% | 2% | 5% | -4% | 0.1% | -10% | 7 | 3% | -2% | 5% | -1%
39 | CCOc1cc(N2CCOCC2)c(OCC)cc1NC(=O)COC(=O)c1ccc(Cl)nc1 | -2% | 8% | -2% | 0% | 4.7% | 33% | · | 5% | -2% | 1% | -12%
40 | CC1(C)Oc2ccc3ccc(=O)oc3c2/C(=C/O)C1=O | -10% | -27% | 10% | -1% | -0.4% | -17% | 2 | 365%[activator] | -8% | 0% | -4%
41 | Cc1cccc(NC(=O)COC(=O)c2ccc3c(c2)OCO3)c1C | 3% | 20% | 3% | -3% | -0.1% | ? | -1 | 0% | -10% | -1% | 14%
42 | O=C(C1CCN(Cc2ccc(F)cc2)CC1)N1CCN(C/C=C/c2ccccc2)CC1 | -6% | 16% | -4% | 1% | 0.1% | -63%[inhibitor] | -1 | -7% | -22% | 5% | -54%
